Assay outcomes: PubChem BioAssay, National Center for Advancing Translational Sciences (NCATS)
BAZ2B inh: qHTS Assay for Inhibitors of BAZ2B | actives 4.4% (n = 360,000) | Potency, µM (titrated, usually from 114 µM), inactives show at the top dose activity change, negative = inhibition, hits mostly inhibitors | Bromodomain adjacent to zinc finger domain protein 2B (Homo sapiens), Q9UIF8 | AlphaScreen BAZ2B-H3K14Ac peptide displacement; note: % is set by controls: 0 for no effect and ±100 for the full control effect; nearly all actives have a fitted effect of over 60% in size
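BAZ2B (50 nM) with biotin-H3(5-23)K14Ac peptide (50 nM) in PBS pH 7.4, 0.01% Tween-20, preformed 30 min, then compound 30 min at room temperature; top concentration 110uM. AlphaScreen streptavidin donor/nickel chelate acceptor beads (10 ug/mL final), 20 min dark, signal read.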
Pol eta inh: qHTS for Inhibitors of Polymerase Eta. actives 1.2% (n = 390,000). recombinant Pol eta, fluorescent DNA replication assay. AID 588591, 2011. Potency, µM (series often up to 114 µM), without a hit: at the top dose activity change, negative = inhibition, usual class: inhibitors; note: % is set by controls: 0 for no effect and ±100 for the full control effect
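Fluorescent replication assay: 50 nM final substrate added after a 15 min room-temperature compound preincubation with 10 nM enzyme. Signal taken at 0 min and again at 10 min.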
BLM inh: qHTS Assay for Inhibitors of Bloom's syndrome helicase (BLM); RecQ-like DNA helicase BLM (Homo sapiens), P54132; recombinant BLM DNA unwinding, fluorescence dequenching; actives 0.2% (n = 350,000); Potency, µM (top dose mostly 56.1 µM), inactives show top-dose activity change, negative = inhibition, usual class: inhibitors; AID 2528, 2010;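 note: plate controls were vehicle for no effect and no enzyme for full effect; nearly all actives have a fitted effect of over 35% in size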
G9a inh: qHTS Assay for Inhibitors of Histone Lysine Methyltransferase G9a; actives 8.8% (n = 350,000); Histone-lysine N-methyltransferase EHMT2 (Homo sapiens), Q96KQ7; AID 504332, 2011; G9a H3K9 monomethylation, AlphaScreen, 2 h; Potency, µM (titrated, usually from 102 µM), for the others: at the highest dose activity, negative = inhibition, usual class: inhibitors; note: % is set by controls: 0 for no effect and ±100 for the full control effect; nearly all actives have a fitted effect of over 75% in size
Target sequence (Q96KQ7 913-1193 limits assumed): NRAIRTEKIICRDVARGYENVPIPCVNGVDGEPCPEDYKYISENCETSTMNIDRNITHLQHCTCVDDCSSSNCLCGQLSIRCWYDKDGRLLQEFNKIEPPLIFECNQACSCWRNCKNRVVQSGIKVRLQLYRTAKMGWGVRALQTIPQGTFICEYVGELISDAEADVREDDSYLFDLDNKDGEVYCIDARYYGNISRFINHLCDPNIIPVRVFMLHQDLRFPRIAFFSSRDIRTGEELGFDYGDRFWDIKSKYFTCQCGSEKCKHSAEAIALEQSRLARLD
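Methyltransferase reactions run at room temperature for 2 h (20 nM enzyme, 500 nM biotin-H3K9 peptide, 20 uM SAM) after a 15 min compound preincubation; product detected by AlphaScreen beads and anti-H3K9me1 antibody.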
Pol iota inh: qHTS for Inhibitors of Polymerase Iota | Pol iota fluorescent replication assay, 10 min | actives 1% (n = 390,000) | Potency, µM (doses to about 115 µM), for inactives: at the top dose activity, negative = inhibition, usual class: inhibitors | AID 588590, 2011 | DNA polymerase iota (Homo sapiens), Q9UNA4
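Fluorescent replication assay read twice, at 0 min and 10 min after adding 50 nM (final) substrate. Enzyme (10 nM) and compounds were first incubated 15 min at room temperature; enzyme-free buffer wells were negative controls.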
APEX1 inh: qHTS Assay for Inhibitors of the Human Apurinic/apyrimidinic Endonuclease 1 (APE1). DNA repair nuclease/redox regulator APEX1 (Homo sapiens), P27695. recombinant APE1, TAMRA/BHQ-2 abasic DNA cleavage fluorescence. Potency, µM (doses to about 65.8 µM), for inactives: at the top dose activity change, negative = inhibition, most hits filed as inhibitors. actives 0.35% (n = 350,000). AID 2517, 2012;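 note: plate controls were vehicle for no effect and reference inhibitor for full effect; nearly all actives have a fitted effect of over 55% in size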
Target sequence (P27695 whole entry, looked up): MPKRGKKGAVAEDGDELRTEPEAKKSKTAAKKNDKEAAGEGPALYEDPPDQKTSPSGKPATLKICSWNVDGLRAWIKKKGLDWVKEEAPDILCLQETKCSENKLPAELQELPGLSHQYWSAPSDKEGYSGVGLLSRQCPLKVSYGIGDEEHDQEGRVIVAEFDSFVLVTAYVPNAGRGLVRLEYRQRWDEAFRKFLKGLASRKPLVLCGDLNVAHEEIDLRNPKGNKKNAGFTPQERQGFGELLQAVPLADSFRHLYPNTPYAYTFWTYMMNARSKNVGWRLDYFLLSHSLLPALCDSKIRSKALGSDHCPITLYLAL
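Readout is kinetic fluorescence (ex 525, em 598 nm) from cleavage of 50 nM TAMRA/BHQ-2 THF abasic duplex by 0.75 nM APE1, compound added 15 min beforehand at RT.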
Pol kappa inh: qHTS for Inhibitors of Polymerase Kappa; DNA polymerase kappa (Homo sapiens), Q9UBT6; purified Pol kappa, fluorescent DNA synthesis assay, 10 min; Potency, µM (top dose mostly 107 µM), without a hit: at the top dose activity, negative = inhibition, usual class: inhibitors; actives 0.53% (n = 400,000); note: % is set by controls: 0 for no effect and ±100 for the full control effect
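Kinetic fluorescence readout at 0 and 10 min followed reaction start with substrate at 50 nM final. Beforehand, enzyme (10 nM Pol kappa) stood 15 min with compound at room temperature; buffer-only wells were negative controls.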
Pol beta inh: qHTS Assay for Inhibitors of DNA Polymerase Beta; actives 1.3% (n = 340,000); Potency, µM (highest dose often 114 µM), inactives show at the top dose activity change, negative = inhibition, hits mostly inhibitors; P06746; AID 485314, 2010; Pol beta primer extension/strand displacement, fluorescence kinetic; note: % is set by controls: 0 for no effect and ±100 for the full control effect
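Pol beta (10 nM) was preincubated with compound for 15 min at room temperature. The reaction was then started with 50 nM substrate and read immediately and after a further 10 min at room temperature.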
Apoferritin bind: qHTS Assay for Identification of Novel General Anesthetics. AID 485281, 2010. Ferritin light chain (Equus caballus), P02791. apoferritin/1-aminoanthracene competitive binding, fluorescence. Potency, µM (titrated, usually from 77.5 µM), without a hit: at the highest dose activity change, negative = displacement, actives largely listed as inhibitors. actives 0.074% (n = 350,000); note: % is set by controls: 0 for no effect and ±100 for the full control effect; nearly all actives have a fitted effect of over 20% in size
Target sequence (P02791 2-175 limits assumed): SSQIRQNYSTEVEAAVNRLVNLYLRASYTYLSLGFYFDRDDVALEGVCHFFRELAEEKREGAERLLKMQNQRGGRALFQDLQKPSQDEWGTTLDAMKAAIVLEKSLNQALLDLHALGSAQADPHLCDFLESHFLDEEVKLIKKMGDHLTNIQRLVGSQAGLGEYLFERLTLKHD
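Apoferritin-based anesthetic binding model; compound displacement of fluorescent 1-AMA measured as endpoint fluorescence after 10 minutes at room temperature, scaled to free-ligand and complex controls.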
An asterisk follows results filed as active; ? = inconclusive; / = not tested or not shown; [ ] = remark or other dose. Calls come from the whole dose curve; as a rule, active = well fitted curve in the direction sought with a large enough effect; inconclusive = small, poorly fitted or top-dose-only effect, or another doubt; inactive = no such curve, though single readings can be large; an effect the other way counts as inactive or inconclusive. Potency is the fitted concentration of half-maximal effect. Only part of the results is shown. The share of hits here may be higher or lower than overall.

mol,BAZ2B inh,Pol eta inh,BLM inh,G9a inh,Pol iota inh,APEX1 inh,Pol kappa inh,Pol beta inh,Apoferritin bind
CCOC(=O)N1CCN(C(=O)c2cc(OCC)c(OCC)c(OCC)c2)CC1,3%,2%,-1%,9%,8%,0%,-16%,30%,-4%
C#CCOCCOCCOCCNc1nc(N2CCN(C(=O)[C@H]([C@@H](C)CC)n3cc([C@@H](N)CO)nn3)CC2)nc(N2CCN(C(=O)[C@H](Cc3ccc(O)cc3)n3cc([C@@H](N)CC(C)C)nn3)CC2)n1,32µM*,-2%,3%,?,?,3%,0%,-3%,-18%
CNc1nc2c(C)cccn2c(=O)c1C=NCc1ccccc1,?,-19%,-1%,-10%,19%,17%,-6%,-9%,-3%
Cc1ccc(C)c(NC(=S)NC(NC(=O)N(C)C)C(Cl)(Cl)Cl)c1 (stereo not drawn),10%,-9%,-1%,4.5µM*,-21%,-1%,-3%,-8%,-11%
CCCN(CC(=O)Nc1ccccc1C)C(=O)C1CCN(c2ncnc3sc(C)c(C)c23)CC1,-19%,-24%,/,-32%,17%,39%,-5%,/,/
CS(=O)(=O)c1ccc(C(=O)NCCN2C(=O)S/C(=C\c3cccnc3)C2=O)cc1[N+](=O)[O-],-12%,?,-19%,?,-82%,10%,-9%,?,-10%
COc1ccc(-n2c(O)c(C=NCC(c3ccco3)N3CCCC3)c3ccccc3c2=O)cc1OC (stereo not drawn),-35%,-15%,-15%,-43%,30%[activator],-4%,-5%[60.1 µM],7%,-9%
COc1cc(C(=O)OC(C)c2ccc(F)cc2)ccc1OCC(=O)N1CCOCC1 (stereo not drawn),8%,-8%,/,-4%[12.7 µM],6%,8%,1%,/,/
CN1CCN(c2ccc(NC(=O)c3ccco3)cc2Cl)CC1,-14%,-10%,-4%,23%,-9%,16%,-13%,8%,-9%
O=C(CCNS(=O)(=O)c1ccccc1C(F)(F)F)N1CCN(S(=O)(=O)c2cccc(F)c2)CC1,11%,-17%,/,25%[59 µM],26%,-16%,-14%,/,/
CCOc1ccccc1C(=O)N(Cc1ccco1)Cc1ccco1,-25%,-9%,0%,-6%[59 µM],?,/,10%,11%,-9%
COc1ccc(C(=O)NCCOc2cccc(OC)c2)cc1,-2%,-16%,-4%,18%,16%,1%,0%,14%,-9%

The last 3 entries of the section above are carried over, then new ones follow.
mol,BAZ2B inh,Pol eta inh,BLM inh,G9a inh,Pol iota inh,APEX1 inh,Pol kappa inh,Pol beta inh,Apoferritin bind
O=C(CCNS(=O)(=O)c1ccccc1C(F)(F)F)N1CCN(S(=O)(=O)c2cccc(F)c2)CC1,11%,-17%,/,25%[59 µM],26%,-16%,-14%,/,/
CCOc1ccccc1C(=O)N(Cc1ccco1)Cc1ccco1,-25%,-9%,0%,-6%[59 µM],?,/,10%,11%,-9%
COc1ccc(C(=O)NCCOc2cccc(OC)c2)cc1,-2%,-16%,-4%,18%,16%,1%,0%,14%,-9%
COc1ccc2nc(NC(=O)c3nc(SC(C)C)ncc3Cl)sc2c1,17%,-16%,3%,29%[59 µM],12%,/,1%,5%,14%
COc1ccc(CC(=O)N2N=C(C)CC2(O)c2cccnc2)cc1OC (stereo not drawn),-4%,-8%,2%,19%[59 µM],16%,-1%,2%,-1%,3%
CCOc1ccccc1CN1CCN(CCCc2ccccc2)CC1CCO (stereo not drawn),0%,-13%,-3%,4%[0.501 µM],-19%,9%,-3%,-1%,-11%
Cc1cc([N+](=O)[O-])cc2c1NC(=O)C2(O)N1CCOCC1 (stereo not drawn),2%,?,-12%,7%,?,17%,-13%,3%,-13%
c1ccc(OCCCCN2CCCCC2)cc1,3%,-17%,0%,7%[59 µM],160%[activator],15%,0%,20%,-6%
C/C(CCC(C)C)=N\NC(=O)COc1ccccc1-c1ccccc1,/,-19%,-6%,24%,102%[activator],-5%,11%,2%,-16%
Cn1c(=O)oc2cc(S(=O)(=O)Nc3ccccc3)ccc21,-12%,-6%,0%,-30%,69%[activator],3%,-8%,-7%,-1%
CCc1cc2c(=O)c(-c3cscn3)coc2c(CN(C)C)c1O,12%,1%,0%,16%[59 µM],-4%,-11%,-16%,8%,78%[activator]
C=CCN(c1ccc(C(=O)NCCCn2ccnc2)cc1)S(C)(=O)=O,-10%,-18%,2%,10%,74%[activator],2%,-10%,0%,-8%
Cc1cccc(-n2c(SC(C)C(=O)O)nc3sc4c(c3c2=O)CCCC4)c1 (stereo not drawn),-8%,-7%,-1%,6%[2.33 µM],0%,-14%,5%,48%,-8%
CCCCN(C(=O)C1=NN(c2ccccc2)C(=O)CC1)c1c(N)n(CCC)c(=O)[nH]c1=O,/,-17%,/,/,21%,29%,0%,/,/
CCCCOC(=O)Nc1nnc(COc2ccccc2)s1,15%,-12%,1%,15%[59 µM],20%,-2%,0%,-2%,?

(more compounds)
mol,BAZ2B inh,Pol eta inh,BLM inh,G9a inh,Pol iota inh,APEX1 inh,Pol kappa inh,Pol beta inh,Apoferritin bind
COc1ccc(NC(=O)Cn2c(=O)n(CCC(C)C)c(=O)c3cccnc32)cc1Cl,-1%,-9%,-6%,0%[59 µM],26%,/,9%,9%,-20%
CCOc1ccc(-n2c(SCC(=O)N3CCC(C)CC3)nc3c([nH]c4ccccc43)c2=O)cc1,-1%,2%,-2%,5%[59 µM],-14%,/,-1%[60.1 µM],28%,-5%
c1csc(Cc2nc3ccccc3[nH]2)c1,12%,1%,-6%,?,21%,13%,-17%,0%,-1%
NC(=O)c1ccc(NC(=O)c2ccc(CN3CCOCC3)cc2)cc1,3%,-14%,3%,23%,30%,2%,6%,-4%,-10%
O=Cc1[nH]c2ccccc2c1N(C(=O)CCl)c1ccc([N+](=O)[O-])cc1,?,-13%,-6%,/,7%,-1%,0%,-2%,-20%
Cc1cc(C)c(NC(=O)CNC(=O)COC(=O)C2=COCCO2)c(C)c1,14%,3%,/,5%,16%,-5%,-12%,/,/
CCCCC1CCCC12NC(=O)NC2=O (stereo not drawn),2%,-3%,-1%,4%,32%[activator],-2%,-6%,3%,-11%
Cn1c(=O)c(NCCc2ccccc2)c2c3c(cccc31)C(=O)c1ccccc1-2,26%,?,?,92%[activator][59 µM],?,32µM*,?,14µM*,42%[activator]
COc1ccc(NC(=O)c2ccco2)cc1NC(=O)c1ccccc1,-4%,-19%,0%,15%,?,1%,-11%,0%,-10%
O=C1CC(Sc2ccc(Cl)cc2)C(=O)N1Cc1ccncc1 (stereo not drawn),-4%,-22%,-3%,/,31%[activator],0%,-5%,-2%,-1%
COc1ccc(-n2c(C)c(C(C)=O)c3cc(O)ccc32)cc1,-2%,-6%,-1%,-30%[59 µM],-11%,/,-6%,-26%,-4%
CCOc1ccc2nc(N(CCN(C)C)C(=O)c3cc4ccccc4cc3OC)sc2c1,?,-19%,-4%,50µM*,?,14%,-21%,10%,-3%

Continuation.
mol,BAZ2B inh,Pol eta inh,BLM inh,G9a inh,Pol iota inh,APEX1 inh,Pol kappa inh,Pol beta inh,Apoferritin bind
Cc1nn(C)c(C)c1S(=O)(=O)N(CC(=O)NCCCN1CCC(C)CC1)c1ccc(C(C)C)cc1,2%,1%,1%,/,-15%,-3%,-5%,11%,2%
Cc1cc(C(=O)OCC(=O)NNC(=O)c2cccs2)ccc1[N+](=O)[O-],-3%,-7%,/,4%,36%[activator],-9%,-1%,/,/
CCN1CCCC1CNC(=O)Cn1cnc2ccc(S(=O)(=O)N3CCC(C)CC3)cc2c1=O (stereo not drawn),3%,-12%,1%,-45%[59 µM],9%,0%,-21%,-1%,-13%
Cc1ccc(-c2nnc(SCC(=O)NCc3ccccc3)o2)cc1,7%,-6%,-3%,45%[59 µM],-7%,/,-11%,4%,37%
N#CCCN(C(=O)CN1c2cccc3cccc(c23)S1(=O)=O)c1ccccc1,/,7%,/,/,42%[activator],26%,-14%,/,/
O=C(CSc1nc2c([nH]c3ccccc32)c(=O)n1-c1ccc(F)cc1)Nc1ccc2c(c1)OCCO2,0%,-19%,-3%,13%[59 µM],-14%,/,0%[60.1 µM],31%,-10%
O=C1COc2ccc(C(=O)CSc3ccccc3C(=O)O)cc2N1,0%,8%,2%,/,?,-3%,5%,-5%,3%
COC(=O)C1=C(N)OC2=C(C(=O)CC(C)(C)C2)C1c1ccoc1 (stereo not drawn),/,-9%,0%,?,1%,-1%,-20%,12%,-18%
Cc1ccc(NC(=S)NC(NC(=O)c2ccco2)C(Cl)(Cl)Cl)cc1 (stereo not drawn),-10%,-19%,-8%,1%[12.7 µM],?,-8%,-5%,-5%,-10%
CCCn1nnnc1NCc1ccc(OC)cc1,13%,-6%,2%,/,53%[activator],-4%,13%,6%,-3%
CC(OC(=O)c1nn(C)c(=O)c2ccccc12)C(=O)NC1CCCCC1C (stereo not drawn),2%,-10%,/,-36%,15%,5%,-8%,/,/
CO/N=C\CC(=O)Nc1ccc(Cl)cc1Cl,7%,-6%,-1%,10%[59 µM],96%[activator],?,-1%,1%,-10%

Among those listed so far, these contain a COOH group.
mol,BAZ2B inh,Pol eta inh,BLM inh,G9a inh,Pol iota inh,APEX1 inh,Pol kappa inh,Pol beta inh,Apoferritin bind
Cc1cccc(-n2c(SC(C)C(=O)O)nc3sc4c(c3c2=O)CCCC4)c1 (stereo not drawn),-8%,-7%,-1%,6%[2.33 µM],0%,-14%,5%,48%,-8%
O=C1COc2ccc(C(=O)CSc3ccccc3C(=O)O)cc2N1,0%,8%,2%,/,?,-3%,5%,-5%,3%
